From PubChem
GLA spleen mod = inhibitors or activators of human alpha-galactosidase in spleen homogenate | P06280 | human spleen homogenate, 4MU-alpha-Gal fluorescence, 40 min | Potency, µM (highest dose often 80 µM), for inactives: at the highest dose activity change, negative = inhibition, hits mostly inhibitors | 240,000 compounds, 0.008% hits;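 also: 0% = enzyme with vehicle and -100% = no enzyme basal signal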
Target sequence (P06280 32-429 limits assumed): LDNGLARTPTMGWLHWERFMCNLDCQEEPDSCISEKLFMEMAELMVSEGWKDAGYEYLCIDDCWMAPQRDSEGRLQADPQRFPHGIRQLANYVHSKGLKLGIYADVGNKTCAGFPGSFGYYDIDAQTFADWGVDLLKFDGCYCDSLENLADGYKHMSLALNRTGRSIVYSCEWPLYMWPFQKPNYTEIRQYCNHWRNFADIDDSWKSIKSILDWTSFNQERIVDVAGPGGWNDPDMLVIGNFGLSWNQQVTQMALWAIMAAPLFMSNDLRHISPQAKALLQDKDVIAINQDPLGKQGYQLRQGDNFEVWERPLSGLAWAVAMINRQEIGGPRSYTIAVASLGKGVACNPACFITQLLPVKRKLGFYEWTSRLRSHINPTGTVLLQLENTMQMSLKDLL
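Inhibition or activation of alpha-galactosidase in human spleen homogenate is scored by 4-MU fluorescence after 40 min at 37C, pH 5.0, with 1 mM substrate. AC50s come from concentration-response fitted to the Hill equation.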
ALDH1A1 block = ALDH1A1 (human) enzyme inhibition. P00352. Purified ALDH1A1, NADH fluorescence, propionaldehyde substrate. Potency, µM (titrated, usually from 75.3 µM), inactives show top-dose activity, negative = inhibition, most hits filed as inhibitors. 220,000 compounds, 7.3% hits. AID 1030; active = well fitted inhibition curve with a large enough effect, not every such curve was filed as active; inconclusive = small, poorly fitted or top-dose-only effect, or another doubt; inactive = no such curve, though single readings can be large or run the other way;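 also: plate controls were no enzyme wells and a reference inhibitor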
Target sequence (P00352 whole entry, looked up): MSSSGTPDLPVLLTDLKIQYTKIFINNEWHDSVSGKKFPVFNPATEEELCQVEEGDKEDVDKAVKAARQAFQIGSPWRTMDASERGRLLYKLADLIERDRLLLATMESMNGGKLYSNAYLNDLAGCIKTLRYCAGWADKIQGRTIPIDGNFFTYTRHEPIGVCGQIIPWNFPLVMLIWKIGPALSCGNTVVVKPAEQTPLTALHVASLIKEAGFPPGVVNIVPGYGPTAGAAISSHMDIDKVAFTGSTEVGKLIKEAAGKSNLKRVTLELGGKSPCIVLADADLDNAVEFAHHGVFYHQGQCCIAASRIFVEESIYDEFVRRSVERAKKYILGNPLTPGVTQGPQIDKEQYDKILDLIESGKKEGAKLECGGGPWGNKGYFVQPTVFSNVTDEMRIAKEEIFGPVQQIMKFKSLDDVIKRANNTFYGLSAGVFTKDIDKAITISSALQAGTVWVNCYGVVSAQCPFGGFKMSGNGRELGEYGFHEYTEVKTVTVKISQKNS
Epigenetic derep = epigenetic control regulation, reporter derepression. 280,000 compounds, 0.2% hits. murine LDR cells, GFP reporter derepression, 30 h. Potency, µM (series often up to 53.9 µM), without a hit: top-dose GFP activation, hits mostly activators; also: % of control where 0% means no effect; nearly all actives have a fitted effect of over 60% in size
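Readout is the number of GFP-expressing murine LDR cells, counted by cytometry following washing. Cells were treated with compound for 30 h at 37 C; the stably integrated CMV-GFP locus is normally silent.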
GAA spleen mod = lysosomal alpha-glucosidase (human) modulation | P10253 | human spleen homogenate, 4-MU-alpha-glucoside fluorescence | Potency, µM (highest dose often 79.9 µM), for the others: at the top dose activity change, negative = inhibition, usual class: inhibitors | 240,000 compounds, 0.006% hits;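 also: 0% = enzyme with vehicle and -100% = no enzyme basal signal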
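Enzyme source: human spleen homogenate, 1 ug/well. Buffer 50 mM citric acid/K phosphate pH 5.0, 0.01% Tween-20. 4-MU-alpha-glucoside 1 mM; 37 C x 40 min; NaOH/glycine stop; fluorescence.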
NPSR antag = neuropeptide S receptor (human) antagonism, cAMP; Q6W5P4; CHO-NPSR cells, cAMP TR-FRET, antagonist mode; 220,000 compounds, 1% hits; Potency, µM (highest dose often 38.3 µM), for the others: at the top dose activity change, negative = inhibition, actives largely listed as inhibitors; also: % is scaled to controls: 0 for no effect and ±100 for the full control effect; nearly all actives have a fitted effect of over 50% in size; many of its hits are not listed in these tables
GAA glycogen mod = GAA glycogen-cleavage inhibition or activation. recombinant GAA, glycogen substrate, Amplex Red glucose oxidase fluorescence. Potency, µM (highest dose often 76.4 µM), for the others: top-dose activity change, negative = inhibition, usual class: inhibitors. 300,000 compounds, 0.38% hits. AID 2100;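 also: 0% = full enzyme reaction and -100% = no-enzyme basal signal; the screen sought inhibitors and activators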
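Recombinant human enzyme (4 nM); glycogen substrate; 37 C, 40 min, pH 5.0. Readout: coupled glucose oxidase/Amplex Red fluorescence.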
GAA inhib = inhibitors of human lysosomal alpha-glucosidase; P10253; purified human GAA, 4-MU-alpha-glucoside fluorescence; Potency, µM (highest dose often 76.9 µM), without a hit: top-dose activity change, negative = inhibition, most hits filed as inhibitors; 200,000 compounds, 0.005% hits;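 also: plate controls were uninhibited enzyme wells for no effect and no-enzyme background for full effect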
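Enzyme (4 nM final) mixed with compound (up to 77 uM), then 4-MU-alpha-D-pyranoside (400 uM final) added; 20 min at room temperature, pH 5.0. Reaction stopped at pH 10, fluorescence read, AC50 derived by Hill fit.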
Tau fluor counter = counter-screen for tau fibril formation inhibitors. tau K18 P301L (four-repeat tau fragment) Alexa594 fluorescence, heparin fibrillization. 280,000 compounds, 0.93% hits. AID 1463. Potency, µM (top dose mostly 57.7 µM), for inactives: top-dose activity change, negative = decrease; also: % is scaled to controls: 0 for no effect and ±100 for the full control effect; nearly all actives have a fitted effect of over 55% in size
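Human K18 P301L tau (15 uM unlabeled plus 0.24 uM Alexa 594-labeled, final) in 100 mM sodium acetate pH 7 was mixed with compound and 20 uM heparin and incubated 6 hr at 37 C.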
An asterisk follows results filed as active; & = joins results of further samples; [ ] = remark or other dose. Unless noted, calls follow the shape of the dose curve; as a rule, active = well fitted curve in the direction sought with a large enough effect; inconclusive = small, poorly fitted or top-dose-only effect, or another doubt; inactive = no such curve, though single readings can be large; an effect the other way counts as inactive or inconclusive. Potency is read from the fitted curve at half-maximal effect. An excerpt, so the mix of outcomes need not match the whole.

Preview:
Results for COc1ccc(C)cc1NC(=O)CCCN1C(=O)CCC1=O ?
GLA spleen mod: 1%; ALDH1A1 block: -4%; Epigenetic derep: 0.0%; GAA spleen mod: 0%; NPSR antag: -5%[46.1 µM]; GAA glycogen mod: 5%; GAA inhib: -4%; Tau fluor counter: -14%

What do the screens show for `O=C(O)C1=CCCNC1`?
GLA spleen mod: -2%&6%&5%&10%; ALDH1A1 block: -14%&5%&-1%&2%; Epigenetic derep: -2.5%&0.0%&-0.6%&1.0%; GAA spleen mod: -4%&0%&0%&1%; NPSR antag: 6%[46.1 µM]; Tau fluor counter: -8%&2%&0%&-8%

Main list, from the start:
Results for COc1ccc(C)cc1NC(=O)CCCN1C(=O)CCC1=O ?
GLA spleen mod: 1%; ALDH1A1 block: -4%; Epigenetic derep: 0.0%; GAA spleen mod: 0%; NPSR antag: -5%[46.1 µM]; GAA glycogen mod: 5%; GAA inhib: -4%; Tau fluor counter: -14%

What do the screens show for `O=C(O)C1=CCCNC1`?
GLA spleen mod: -2%&6%&5%&10%; ALDH1A1 block: -14%&5%&-1%&2%; Epigenetic derep: -2.5%&0.0%&-0.6%&1.0%; GAA spleen mod: -4%&0%&0%&1%; NPSR antag: 6%[46.1 µM]; Tau fluor counter: -8%&2%&0%&-8%

Results for O=C(CCc1ccccc1)Nc1nc2ccc(S(=O)(=O)N3CCOCC3)cc2s1 ?
GLA spleen mod: 7%; ALDH1A1 block: -5%; Epigenetic derep: -0.2%; GAA spleen mod: -13%; NPSR antag: 4%[46.1 µM]; GAA glycogen mod: 3%; GAA inhib: -3%; Tau fluor counter: -2%

Results for CCOC(=O)c1ccc(S(=O)(=O)N2CCN(CC(=O)NC(=O)NC(C)(C)C)CC2)cc1 ?
GLA spleen mod: -2%; ALDH1A1 block: 10%; Epigenetic derep: 0.0%; GAA spleen mod: -10%; NPSR antag: -6%[46.1 µM]; GAA glycogen mod: -6%; GAA inhib: -6%; Tau fluor counter: -11%

What do the screens show for `N#CCSc1nc2ccccc2c2nc3ccccc3n12`?
GLA spleen mod: -7%; ALDH1A1 block: 4%; Epigenetic derep: 2.3%; GAA spleen mod: -5%; NPSR antag: -2%; GAA glycogen mod: 7%; GAA inhib: -3%; Tau fluor counter: -25%

How did CSC1=N/C(=C\c2ccc(C)o2)C(=O)S1 do in these assays?
GLA spleen mod: -4%; ALDH1A1 block: 10µM*; Epigenetic derep: 3.2%; GAA spleen mod: 1%; NPSR antag: -9%[46.1 µM]; GAA glycogen mod: -11%; GAA inhib: -5%; Tau fluor counter: -16%

How did Cc1ccc(OCC(=O)NC(=S)Nc2ccc(Br)cn2)cc1C do in these assays?
GLA spleen mod: 2%; ALDH1A1 block: 0%; Epigenetic derep: -1.2%; GAA spleen mod: 0%; NPSR antag: -12%; GAA glycogen mod: -5%; GAA inhib: 0%; Tau fluor counter: -1%

Results for COc1cc(C#N)c(NC(=O)CN2CCN(CCO)CC2)cc1OC ?
GLA spleen mod: 4%; ALDH1A1 block: 0%; Epigenetic derep: -1.5%; GAA spleen mod: 1%; NPSR antag: 17%; GAA glycogen mod: -7%; GAA inhib: 3%; Tau fluor counter: 1%

How did COc1cc(/C=N/NC(=O)Cc2cccs2)c([N+](=O)[O-])cc1OC do in these assays?
GLA spleen mod: 2%; ALDH1A1 block: inconclusive; Epigenetic derep: -1.0%; GAA spleen mod: -2%; NPSR antag: -2%; GAA glycogen mod: 2%; GAA inhib: -1%; Tau fluor counter: 1%

Results for O=C(O)CN1C(=O)C2C3CC(C2C1=O)C1C(c2ccc(Cl)cc2)c2sc(=O)[nH]c2SC31 (configuration not stated) ?
GLA spleen mod: -1%; ALDH1A1 block: 3%; Epigenetic derep: 0.1%; GAA spleen mod: 5%; NPSR antag: 11%; GAA glycogen mod: -16%; GAA inhib: 7%; Tau fluor counter: 2%

Results for Cc1ccc(-c2nc3ccccc3[nH]2)cc1NC(=O)c1sc2ccccc2c1Cl ?
GLA spleen mod: 7%; ALDH1A1 block: inconclusive; Epigenetic derep: 0.0%; GAA spleen mod: 2%; NPSR antag: 19%[46.1 µM]; GAA glycogen mod: -17%; GAA inhib: -6%; Tau fluor counter: -19%

How did CN(C)/C=C/C(=O)Oc1ccc(Cl)cc1Cl do in these assays?
GLA spleen mod: 1%; ALDH1A1 block: -1%; Epigenetic derep: 0.0%; GAA spleen mod: 3%; NPSR antag: 8%; GAA glycogen mod: 4%; GAA inhib: 11%; Tau fluor counter: 6%

Results for Cc1ccsc1/C=N/Nc1nc(=O)[nH]nc1C ?
GLA spleen mod: -5%; ALDH1A1 block: 6%; Epigenetic derep: 0.1%; GAA spleen mod: -4%; NPSR antag: -9%; GAA glycogen mod: 1%; GAA inhib: -13%; Tau fluor counter: -6%

What do the screens show for `CCCc1cc(=O)n2[nH]c(-c3ccc(OC)cc3)nc2n1`?
GLA spleen mod: 6%; ALDH1A1 block: inconclusive; Epigenetic derep: 7.0%; GAA spleen mod: 0%; NPSR antag: -21%[46.1 µM]; GAA glycogen mod: 11%; GAA inhib: 1%; Tau fluor counter: 1%

How did COc1ccc(/C(C)=N\n2cnnc2)cc1 do in these assays?
GLA spleen mod: 2%; ALDH1A1 block: 9%; Epigenetic derep: -0.1%; GAA spleen mod: 10%; NPSR antag: -1%[46.1 µM]; GAA glycogen mod: 4%; GAA inhib: -4%; Tau fluor counter: 11%

Results for O=C(O)C1=C[C@@H](c2coc3ccccc3c2=O)C[C@@H](OCc2ccc(CO)cc2)O1 ?
GLA spleen mod: -8%; ALDH1A1 block: 4%; Epigenetic derep: 0.8%; GAA spleen mod: 3%; NPSR antag: -12%; GAA glycogen mod: 7%; Tau fluor counter: 3%

What do the screens show for `O=C(OCC(=O)N1CCCc2ccccc21)c1cccnc1Cl`?
GLA spleen mod: 1%; ALDH1A1 block: 2%; Epigenetic derep: 0.9%; GAA spleen mod: -1%; NPSR antag: 15%[46.1 µM]; GAA glycogen mod: 7%; GAA inhib: 5%; Tau fluor counter: -2%

How did COc1ccc(C(=O)NNC(=O)c2ccc(S(=O)(=O)N3CCOCC3)cc2)cc1 do in these assays?
GLA spleen mod: 0%; ALDH1A1 block: inconclusive; Epigenetic derep: 11%; GAA spleen mod: -20%; NPSR antag: 10%; GAA glycogen mod: 0%; GAA inhib: 7%; Tau fluor counter: 0%

How did COc1cccc(C(=O)Nc2ccc(F)c(F)c2F)c1 do in these assays?
GLA spleen mod: -7%; ALDH1A1 block: 1%; Epigenetic derep: 0.0%; GAA spleen mod: -3%; NPSR antag: 4%[46.1 µM]; GAA glycogen mod: 6%; GAA inhib: 2%; Tau fluor counter: -4%

What do the screens show for `Oc1ccccc1C1CC(c2cccs2)=NC(c2cccc(Br)c2)N1` (configuration not stated)?
GLA spleen mod: -9%; ALDH1A1 block: inconclusive; Epigenetic derep: 4.0%; GAA spleen mod: -4%; NPSR antag: -5%; GAA glycogen mod: 2%; GAA inhib: -12%; Tau fluor counter: inconclusive

Results for CCOCc1nnc(NC(=O)c2ccc(OC)cc2)s1 ?
GLA spleen mod: 9%; ALDH1A1 block: -4%; Epigenetic derep: 7.0%; GAA spleen mod: 3%; NPSR antag: -8%[46.1 µM]; GAA glycogen mod: 2%; GAA inhib: 0%; Tau fluor counter: -15%

How did N#Cc1c(N)c(C(=O)c2ccccc2)n2c1CCC2 do in these assays?
GLA spleen mod: 7%; ALDH1A1 block: 8%; Epigenetic derep: 0.0%; GAA spleen mod: 0%; NPSR antag: 0%[46.1 µM]; GAA glycogen mod: 1%; GAA inhib: -13%; Tau fluor counter: 1%

How did O=C(Nc1ncc(Cc2cccc(Cl)c2)s1)C1CCCO1 (configuration not stated) do in these assays?
GLA spleen mod: 1%; ALDH1A1 block: -9%; Epigenetic derep: 0.9%; GAA spleen mod: -7%; NPSR antag: -13%[46.1 µM]; GAA glycogen mod: 2%; GAA inhib: 5%; Tau fluor counter: -20%

Results for COC(=O)[C@H](CCSC)NC(=O)Nc1ccc(C)cc1 ?
GLA spleen mod: 12%; ALDH1A1 block: 1%; Epigenetic derep: -9.8%; GAA spleen mod: 11%; NPSR antag: 3%[46.1 µM]; GAA glycogen mod: 12%; GAA inhib: 11%; Tau fluor counter: -3%

Results for CCCCNS(=O)(=O)c1ccc2nc(-c3cccnc3)cc(C(=O)NCCCOCC)c2c1 ?
GLA spleen mod: -4%; ALDH1A1 block: -16%; Epigenetic derep: -1.4%&0.0%; GAA spleen mod: 0%; NPSR antag: -11%; GAA glycogen mod: 4%; GAA inhib: 3%; Tau fluor counter: 0%&1%

What do the screens show for `CCN(CC)CCNC(=O)Cn1ncc2ccccc2c1=O`?
GLA spleen mod: 2%; Epigenetic derep: 0.8%; GAA spleen mod: 3%; NPSR antag: 19%; GAA glycogen mod: 5%; Tau fluor counter: 4%

Results for Cc1cc(NC(=O)c2ccc(N3CCCC3)c([N+](=O)[O-])c2)no1 ?
GLA spleen mod: -6%; ALDH1A1 block: 9%; Epigenetic derep: 0.5%; GAA spleen mod: -20%; NPSR antag: -10%; GAA glycogen mod: 4%; GAA inhib: 0%; Tau fluor counter: -9%

Results for CC(C)(Sc1ccc(CCN(CCCCC2CCCCC2)C(=O)NC2CCCCC2)cc1)C(=O)O ?
GLA spleen mod: 0%&5%&-1%; ALDH1A1 block: -13%; Epigenetic derep: -1.2%&1.9%&1.8%; GAA spleen mod: -7%&1%&10%; NPSR antag: inconclusive; Tau fluor counter: -12%&-24%&-15%

How did O=C1c2ccccc2NC(c2cnc3ccccc3n2)N1O (configuration not stated) do in these assays?
GLA spleen mod: -5%; ALDH1A1 block: -4%; Epigenetic derep: -1.1%; GAA spleen mod: -11%; NPSR antag: -8%[46.1 µM]; GAA glycogen mod: inconclusive; GAA inhib: -6%; Tau fluor counter: -19%

Results for COc1cc(OC)cc(C(=O)NCCOC23CC4CC(CC(C4)C2)C3)c1 ?
GLA spleen mod: -7%; ALDH1A1 block: -14%; Epigenetic derep: -1.8%; GAA spleen mod: -14%; NPSR antag: -34%; GAA glycogen mod: -15%; GAA inhib: -4%; Tau fluor counter: -17%

How did COc1ccc(S(=O)(=O)NC2CC(C)(C)NC(C)(C)C2)c(C)c1C do in these assays?
GLA spleen mod: -2%; ALDH1A1 block: 1%; Epigenetic derep: -1.1%; GAA spleen mod: -4%; NPSR antag: 3%[46.1 µM]; GAA glycogen mod: 7%; GAA inhib: -5%; Tau fluor counter: -3%
